LMPTP block – LMPTP phosphatase inhibitors, primary screen, biochemical, fluorescence intensity, uHTS; 0.22% of 360,000 active; recombinant LMPTP-A, OMFP fluorogenic substrate; inhibition, % at 20 µM; AID 651560, 2012; Low molecular weight phosphotyrosine protein phosphatase (Homo sapiens), P24666;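 active = compounds that cut the enzyme signal by at least half of the control window in the single-dose screen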;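 note: plate controls were DMSO wells with enzyme plus substrate for no effect and substrate without enzyme for full effect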
Target sequence (P24666 whole entry, looked up): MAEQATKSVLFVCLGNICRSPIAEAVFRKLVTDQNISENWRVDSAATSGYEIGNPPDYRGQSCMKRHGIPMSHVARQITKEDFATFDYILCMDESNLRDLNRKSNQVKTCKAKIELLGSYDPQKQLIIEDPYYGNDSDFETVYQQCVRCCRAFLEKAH
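Test system – LMPTP-A phosphatase enzyme · Quantity – 0.625 nM LMPTP-A final · Reagent – OMFP substrate, 400 µM final · Dosing – one test concentration per compound, 20 µM, with 3% DMSO overall · Timing – 50 min enzyme reaction at room temperature, protected from light · Detection – fluorescence intensity · Controls – substrate-only low control, DMSO enzyme-plus-substrate high control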
CSN deneddyl inh – inhibitors of CSN-mediated cullin deneddylation, primary screen, biochemical, fluorescence polarization, uHTS; 0.38% of 360,000 active; Purified CSN, SCF-Nedd8-OG deneddylation; AID 651999, 2013; inhibition, % at 12.5 µM;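 active = pattern-corrected inhibition above about 35%, with an unprinted fluorescence ratio check between 0.5 and 1.5, limit read from the data, passing the limit was not always enough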;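 note: 0% = enzyme with substrate and 100% = substrate without enzyme; some results filed as inactive read as strong as hits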
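Assay system: HEK293T-derived human Csn5 enzyme; quantity: 0.24 nM enzyme; medium: Tris/NaCl/DTT buffer, pH 7.5; also added: substrate SCFSkp2-Nedd8OG, 10 nM; doses: 12.5 µM compound; schedule: 90 min reaction at room temperature; signal: FP; read-out: % inhibition of substrate cleavage by Csn5; benchmarks: substrate-only high control, full reaction low control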
STEP inh – STEP phosphatase inhibitors, primary screen, biochemical, fluorescence intensity, uHTS. Tyrosine-protein phosphatase non-receptor type 5 (Homo sapiens), P54829. recombinant STEP, OMFP fluorogenic substrate. inhibition, % at 20 µM. 0.25% of 360,000 active. AID 588621, 2011;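 active = inhibition at 20 µM, scaled per plate between control wells, above about 37%, limit read from the data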;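 note: 0% = DMSO with enzyme and substrate and 100% = substrate only without enzyme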
Target sequence (P54829 whole entry, looked up): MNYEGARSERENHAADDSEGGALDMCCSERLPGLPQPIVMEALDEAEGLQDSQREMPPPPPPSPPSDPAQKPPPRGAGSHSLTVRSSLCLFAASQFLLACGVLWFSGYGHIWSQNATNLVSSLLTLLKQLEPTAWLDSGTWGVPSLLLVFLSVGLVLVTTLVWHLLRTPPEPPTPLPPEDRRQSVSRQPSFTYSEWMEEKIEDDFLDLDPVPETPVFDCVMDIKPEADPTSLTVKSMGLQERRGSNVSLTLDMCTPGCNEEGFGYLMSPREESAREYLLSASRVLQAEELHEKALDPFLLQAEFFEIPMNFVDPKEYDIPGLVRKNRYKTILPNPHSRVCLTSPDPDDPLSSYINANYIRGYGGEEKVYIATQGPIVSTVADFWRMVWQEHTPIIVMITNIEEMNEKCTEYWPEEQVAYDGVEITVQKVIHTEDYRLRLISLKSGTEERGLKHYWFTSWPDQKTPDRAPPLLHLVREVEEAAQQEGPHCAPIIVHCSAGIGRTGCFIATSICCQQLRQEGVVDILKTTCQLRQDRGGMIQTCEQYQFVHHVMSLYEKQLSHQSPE
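Test system: STEP tyrosine phosphatase / Reagent: OMFP at 25 µM / Doses: 20 µM, 1% DMSO / Read-out: percent inhibition scaled to no-enzyme and uninhibited-enzyme controls, plate-pattern corrected / Detection: FITC-channel fluorescence of OMFP product / Medium: Bis-Tris buffer pH 6.0, 2.5 mM DTT, 0.005% Tween 20 / Schedule: 20 min at room temperature, dark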
DNMT1 block – human DNMT1 methyltransferase inhibitors, primary screen, biochemical, molecular beacon, fluorescence, HinP1I cleavage, uHTS; 0.83% of 360,000 active; inhibition (reported as % activation of signal), % at 10 µM; in the data active = inhibition above about 50%
SUMO1 PPI mod – modulators of SUMO1 protein-protein interactions, primary screen, biochemical, uHTS | inhibition, % at 20 µM | SUMO1 binding to a labelled peptide, TR-FRET, 1 h | AID 602429, 2012 | Small ubiquitin-related modifier 1 (Homo sapiens), P63165 | 0.33% of 360,000 active; in the data active = inhibition above about 37%
Target sequence (P63165 whole entry, looked up): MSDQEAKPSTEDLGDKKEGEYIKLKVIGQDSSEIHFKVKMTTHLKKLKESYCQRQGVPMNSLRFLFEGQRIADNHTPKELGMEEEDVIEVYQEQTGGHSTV
NadD block – inhibitors of S. aureus NadD, primary screen, biochemical, colorimetric, uHTS. Nicotinate-nucleotide adenylyltransferase NadD (Staphylococcus aureus N315). purified NadD enzyme, colorimetric absorbance read-out. inhibition, % at 20 µM. 0.78% of 360,000 active; in the data active = inhibition above about 26%; note: some compounds past the cut are filed as inactive
Rpn11 block – Rpn11 (PSMD14) deubiquitinase inhibitors, primary screen, biochemical, fluorescence polarization, uHTS; 26S proteasome non-ATPase regulatory subunit 14 (Homo sapiens), O00487; human 26S proteasome, Ub4-pepOG fluorescence polarization; 20S core pre-blocked with epoxomicin; calls only at 20 µM; 0.59% of 360,000 active; AID 588493, 2011;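 active = inhibition at 20 µM, scaled to each plate's controls, above about 33%, limit read from the data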
Rin1 Abl inh – inhibitors of Rin1-Abl protein binding, primary screen, biochemical, TR-FRET. inhibition, % at 7.35 µM. 0.4% of 360,000 active. Tyrosine-protein kinase ABL1 (Homo sapiens) + Ras and Rab interactor 1 (Homo sapiens), …; in the data active = inhibition above about 5%, passing the limit was not always enough
Neddylation inh – inhibitors of cullin neddylation, primary screen, biochemical, TR-FRET, uHTS, NAE and Ubc12 | 0.58% of 360,000 active | calls only at 25 µM; in the data active = inhibition above about 36%
Scp1 inh – Scp-1 phosphatase inhibitors, primary screen, biochemical, colorimetric, uHTS | Carboxy-terminal domain RNA polymerase II polypeptide A small phosphatase 1 (Homo … | Recombinant Scp1, phosphopeptide, malachite green phosphate absorbance | inhibition, % at 20 µM | 0.88% of 340,000 active;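 active = inhibition above about 50% at 20 µM, limit read from the data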;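 note: plate controls were DMSO wells with enzyme for no effect and wells lacking enzyme for full effect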
Target sequence (Q9GZU7 76-261 limits assumed): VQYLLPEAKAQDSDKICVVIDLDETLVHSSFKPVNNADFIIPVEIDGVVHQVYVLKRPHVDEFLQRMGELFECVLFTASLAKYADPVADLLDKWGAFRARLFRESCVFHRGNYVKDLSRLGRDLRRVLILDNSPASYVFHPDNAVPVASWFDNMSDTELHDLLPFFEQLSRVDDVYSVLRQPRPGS
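Times: enzyme reaction 45 min at room temperature, colour 5 min, stabilisation 30 min. Material: SCP-1 catalytic fragment, aa 76-261. Medium: Acidic Tris acetate buffer with magnesium and detergent. Signal: colorimetric free-phosphate detection, absorbance 630 nm. Read-out basis: % inhibition of SCP-1 phosphate liberation. Reagent: Phosphorylated 17-residue peptide substrate.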
* = called active by the depositor; i = inactive; . = not tested or not shown; + = active, no number; & = joins results of further samples.

SMILES | LMPTP block | CSN deneddyl inh | STEP inh | DNMT1 block | SUMO1 PPI mod | NadD block | Rpn11 block | Rin1 Abl inh | Neddylation inh | Scp1 inh
COc1cc(C)ccc1OCCOCCOc1cc(C)c(C)cc1Br | 3.9 | -6 | -1 | 0 | 0 | 0 | i | -2 | i | -7
Cn1cccc1CC(=O)N/N=C/c1ccc(C(C)(C)C)cc1 | 0.2 | 2 | 2 | -1 | -4 | -1 | i | 1 | i | -4
Cc1ccc(S(=O)(=O)NCc2ccc(C(=O)N3CCc4ccccc4C3)cc2)cc1 | -0.2 | -20 | 1 | -2 | 0 | -7 | i | 0 | i | -4
Cc1ccccc1OCC(=O)Nc1cc(S(=O)(=O)N2CCCCC2)ccc1N1CCN(C)CC1 | -0.8 | -7 | 1 | -6 | 2 | -6 | i | 1 | i | -3
O=C(CN(C(=O)c1ccccc1Cl)N1C(=O)C2C3C=CC(C3)C2C1=O)c1cccs1 (stereo not given) | 0.3 | 3 | 2 | 0 | -1 | -2 | i | 1 | i | -24
COc1cc(CN2CCN(c3ccccc3C)CC2)cc([N+](=O)[O-])c1O | -5.9 | -4 | 2 | 1 | -17 | -2 | i | -3 | i | -3
COc1ccc(NC(=O)c2ccccc2NC(=O)C2CC=CCC2C(=O)O)cc1 (stereo not given) | -0.4 | 1 | 0 | 2 | -3 | 4 | i | -2 | i | -4
O=C1CCC(C(=O)OCc2ccccc2)N1 (stereo not given) | -0.6 | 1 | 4 | -1 | -2 | 14 | i | 1 | i | -4
CCn1c2c(c3cc(Br)ccc31)CCC/C2=N\O | 4.5 | 1 | 0 | -1 | -10 | -3 | i | -32 | i | -5
CCN(c1ccccc1)c1ncnc2c1cnn2-c1ccccc1 | 1.2 | 1 | -2 | -3 | 6 | -2 | i | 0 | i | -5
Nc1nc(-c2ccc([N+](=O)[O-])cc2)c(C(=O)Nc2ccc(Cl)cc2)s1 | -1.3 | -1 | -1 | 7 | -3 | -8 | i | -1 | i | 1
CSc1ncc(Cl)c(C(=O)Nc2nnc(SC)s2)n1 | -1.5 | 0 | -2 | 0 | -1 | 0 | i | 4 | i | -5
CC1CC(C#N)N(N(C)C)C1=C(C#N)C#N (stereo not given) | -2.2 | 1 | -1 | -1 | 1 | -3 | i | 2 | i | -1
Cc1[nH]c(=O)nc(SCc2ccc(Cl)c(Cl)c2)c1C#N | 4.8 | 6 | 3 | -2 | 2 | 3 | i | 1 | i | -3
COc1cccc(CN(C(=O)c2cnccn2)C(C(=O)NC2CCCCC2)c2cc(OC)c(OC)c(OC)c2)c1 (stereo not given) | -0.9 | 0 | 0 | 1 | 2 | -1 | i | 5 | i | -3
O=C(COn1nnc2ccc(Cl)cc21)Nc1ccc(F)cc1 | 1.1 | -4 | 0 | 0 | 1 | 4 | i | 1 | i | -17
Cc1ccc([C@H]2C[C@H](O)[C@@H](n3cc(COC(=O)c4ccccc4)nn3)CN2Cc2cccs2)cc1 | 3.0 | -2 | -4 | -24 | 10 | 1 | i | -7 | i | .
O=C(NNC(=S)Nc1ccc(F)cc1)C1CC1c1ccc(Cl)cc1 (stereo not given) | 0.1 | -7 | -5 | 3 | 2 | -5 | i | -1 | i | -5
c1ccc(-c2nnc(-c3ccccc3)c(-c3c[nH]c4ccccc34)n2)cc1 | 0.9 | -4 | -3 | 2 | -1 | 18 | i | 2 | i | -10
COc1ccc2[nH]c(=O)c(CN(CCO)C(=O)NCc3ccccc3)cc2c1 | -1.6 | -1 | -3 | 3 | 1 | 4 | i | 0 | i | 0
Cc1ccc(OC(C)C(=O)Nc2ncc(Cl)cc2Cl)c([N+](=O)[O-])n1 (stereo not given) | -0.9 | 2 | 2 | 2 | -31 | -1 | i | 1 | i | -10
O=S(=O)(NN=C1CCCCCCC1)c1ccccc1 | -0.9 | 1 | -1 | 0 | -1 | 5 | i | -4 | i | .
Cc1ccc(C)c(CC(=O)N2CCCC(c3cc(C(=O)NCc4ccccc4)no3)C2)c1 (stereo not given) | 0.2 | -3 | -2 | -4 | 14 | 1 | i | -1 | i | .
NC(=O)Cn1cc(/C=N\NS(=O)(=O)c2ccccc2)c2ccccc21 | -0.1 | 2 | -2 | -1 | -4 | -3 | i | -3 | i | -6
COc1ccccc1N1CCN(C(=O)C2CC=CCC2C(=O)O)CC1 (stereo not given) | 2.4 | -2 | 1 | 1 | 1 | -2 | i | 2 | i | 3

Some of the entries so far, with two lines to a compound:
The line under a structure holds: LMPTP block, CSN deneddyl inh, STEP inh, DNMT1 block, SUMO1 PPI mod, NadD block, Rpn11 block, Rin1 Abl inh, Neddylation inh, Scp1 inh
NC(=O)Cn1cc(/C=N\NS(=O)(=O)c2ccccc2)c2ccccc21
→ -0.1, 2, -2, -1, -4, -3, i, -3, i, -6
COc1ccccc1N1CCN(C(=O)C2CC=CCC2C(=O)O)CC1 (stereo not given)
→ 2.4, -2, 1, 1, 1, -2, i, 2, i, 3

Other records.
SMILES | LMPTP block | CSN deneddyl inh | STEP inh | DNMT1 block | SUMO1 PPI mod | NadD block | Rpn11 block | Rin1 Abl inh | Neddylation inh | Scp1 inh
O=C(NCCc1ccccc1)c1ccc(Cl)nc1 | -0.7 | 6 | -2 | 1 | -2 | -5 | i | 0 | i | -5
Cc1occc1C(=O)NNC(=O)C1CC1 | -1.3 | 1 | -2 | -2 | -1 | 1 | i | 0 | i | 3
COc1ccc(-c2nc(SCC(=O)Nc3c(F)cccc3F)n[nH]2)cc1 | -1.1 | -6 | -2 | 0 | 3 | -7 | i | -1 | i | -4
CC(C)C(=O)Nc1cc(=O)[nH]c2ncnn12 | -2.9 | 1 | -2 | -1 | 5 | 0 | i | -2 | i | 0
N=C1/C(=C/c2coc3ccccc3c2=O)C(=O)N=C2SC(c3ccco3)=NN12 | 35 | -65 | -31 | 65* | -5 | 3 | . | -2 | i | 54*
CCCCc1cc(=O)oc2cc(C)cc(OCc3nn[nH]n3)c12 | -1.8 | 2 | -1 | 0 | 2 | 0 | i | -3 | . | 0
O=C(CC[C@H]1O[C@@H](n2ccc(=O)[nH]c2=O)[C@H](O)[C@@H]1O)NCCCc1ccccc1 | -0.2 | 0 | -1 | 0 | -1 | 0 | i | 4 | i | .
O=C1CC(c2c(F)cccc2Cl)C2=C(COC2=O)N1 (stereo not given) | -2.6 | -2 | -5 | 4 | -4 | -1 | i | -2 | i | 8
COc1cccc(CNn2cnnc2)c1OCc1ccc(F)cc1 | -2.3 | -5 | -3 | 2 | -1 | -3 | i | -3 | i | -8
COC(=O)c1sc(NC(=O)COc2cccc(C)c2)nc1C | 3.4 | -8 | -1 | 1 | -5 | -3 | i | 2 | i | -2
CCOc1ccc(OCC)c(NC(=O)CN2CCN(CC(=O)NC(C)C)CC2)c1 | -1.3 | 3 | 0 | 0 | 3 | 1 | i | 1 | i | 9
O=C(O)c1cc(S(=O)(=O)NC23CC4CC(CC(C4)C2)C3)ccc1Cl | 0.0 | 2 | 1 | 3 | 3 | -9 | i | -4 | i | -14
c1cncc(COC2CCCN(Cc3nc(-c4cccs4)no3)C2)c1 (stereo not given) | 0.3 | -3 | 0 | 4 | -3 | -1 | i | 2 | i | 1
CCN(CC)CCNC(=O)c1ccc(NC(C)=O)cc1 | -0.6&-0.2 | -1&1 | 0&-4 | -3&2 | -3&3 | -1&0 | i | -2&0 | i | -6&-9
Cc1noc(C)c1NC(=O)N(C)C[C@H]1Oc2c(NC(=O)Cc3ccccc3)cccc2C(=O)N([C@H](C)CO)C[C@@H]1C | -0.3 | -2 | -3 | 2 | -7 | 1 | i | 5 | i | -1
Cc1ccc(S(=O)(=O)N(C)C)cc1NC(=O)CSc1nc2ncc(Cl)cc2[nH]1 | -0.3 | -2 | 1 | 0 | 20 | 1 | i | -1 | i | -1
CCCNC(C)(C)COC(=O)c1ccccc1 | 0.7 | 1 | -6 | 3 | 3 | -2 | i | -2 | i | -17
Cc1ccc(C(=O)NC(=O)CSc2ncccc2C(=O)O)cc1 | 0.2 | 0 | -2 | 0 | 1 | -3 | i | 1 | i | -4
C/C(=C/CCC(C)(O)C1CC[C@@]2(C)[C@@H]3CC=C4[C@@H](CC[C@H](O[C@H]5O[C@@H](CO)[C@H](O)[C@@H](O)[C@@H]5O)C4(C)C)[C@]3(C)C(=O)C[C@]12C)CO[C@@H]1O[C@H](CO)[C@@H](O)[C@H](O)[C@H]1O (stereo not given in full) | -1.2 | 0 | 1 | -4 | -1 | -1 | i | 1 | i | -8
CCOC(=O)C1CCCN(C(=O)Cn2nc(C)n3nc(-c4ccccc4)cc3c2=O)C1 (stereo not given) | -2.0 | 5 | 0 | 0 | -1 | 0 | i | -4 | i | -6
COc1ccc2nc(Nc3nc4cc5c(cc4s3)OCO5)sc2c1 | 2.4 | -3 | 9 | 0 | 0 | 25 | i | 1 | . | 12
CC1(C)Cc2ccccc2-c2nc(-c3ccccc3)oc(=O)c21 | 3.3 | -2 | 5 | -3 | -5 | 3 | i | 1 | i | -12
C#CCOCCOCCOCCNc1nc(N2CCN(C(=O)CCCCCCCCCCNC(=O)[C@H]([C@@H](C)CC)n3cc(CCCCCN)nn3)CC2)nc(N2CCN(C(=O)CCCCCCCCCCNC(=O)[C@@H]([C@H](C)O)n3cc(C)nn3)CC2)n1 | 2.3 | 17 | 2 | -102 | -52 | 33* | + | 2 | i | 27
CC1(C(=O)NS(=O)(=O)c2ccccc2Cl)CCN1C(=O)c1cccc(F)c1 (stereo not given) | 0.7 | -3 | -5 | 0 | 11 | -4 | i | -4 | i | .

Results in Neddylation inh (4 entries from above):
SMILES,Neddylation inh
CC(C)C(=O)Nc1cc(=O)[nH]c2ncnn12,i
Cc1ccc(OC(C)C(=O)Nc2ncc(Cl)cc2Cl)c([N+](=O)[O-])n1 (stereo not given),i
O=C(CC[C@H]1O[C@@H](n2ccc(=O)[nH]c2=O)[C@H](O)[C@@H]1O)NCCCc1ccccc1,i
Cc1ccc(C)c(CC(=O)N2CCCC(c3cc(C(=O)NCc4ccccc4)no3)C2)c1 (stereo not given),i

High-throughput results from PubChem.
